# Assay outcomes: PubChem BioAssay, National Center for Advancing Translational Sciences (NCATS)
# KDM5B inhibitor – blocks human KDM5B histone demethylase activity. Q9UGL1. KDM5B demethylase, FDH-coupled NADH fluorescence (FDH is formaldehyde dehydrogenase). Potency, µM (titrated, usually from 57.7 µM), inactives show at the highest dose activity change, negative = inhibition, most hits filed as inhibitors. 220,000 tested, 2.6% active. AID 1347165; active means well fitted inhibition curve with a large enough effect; inconclusive means small, poorly fitted or top-dose-only effect; inactive means no such curve, though single readings can be large or run the other way; further: 0% is about no effect; nearly all actives have a fitted effect of over 70% in size
# Target sequence (Q9UGL1 whole entry, looked up): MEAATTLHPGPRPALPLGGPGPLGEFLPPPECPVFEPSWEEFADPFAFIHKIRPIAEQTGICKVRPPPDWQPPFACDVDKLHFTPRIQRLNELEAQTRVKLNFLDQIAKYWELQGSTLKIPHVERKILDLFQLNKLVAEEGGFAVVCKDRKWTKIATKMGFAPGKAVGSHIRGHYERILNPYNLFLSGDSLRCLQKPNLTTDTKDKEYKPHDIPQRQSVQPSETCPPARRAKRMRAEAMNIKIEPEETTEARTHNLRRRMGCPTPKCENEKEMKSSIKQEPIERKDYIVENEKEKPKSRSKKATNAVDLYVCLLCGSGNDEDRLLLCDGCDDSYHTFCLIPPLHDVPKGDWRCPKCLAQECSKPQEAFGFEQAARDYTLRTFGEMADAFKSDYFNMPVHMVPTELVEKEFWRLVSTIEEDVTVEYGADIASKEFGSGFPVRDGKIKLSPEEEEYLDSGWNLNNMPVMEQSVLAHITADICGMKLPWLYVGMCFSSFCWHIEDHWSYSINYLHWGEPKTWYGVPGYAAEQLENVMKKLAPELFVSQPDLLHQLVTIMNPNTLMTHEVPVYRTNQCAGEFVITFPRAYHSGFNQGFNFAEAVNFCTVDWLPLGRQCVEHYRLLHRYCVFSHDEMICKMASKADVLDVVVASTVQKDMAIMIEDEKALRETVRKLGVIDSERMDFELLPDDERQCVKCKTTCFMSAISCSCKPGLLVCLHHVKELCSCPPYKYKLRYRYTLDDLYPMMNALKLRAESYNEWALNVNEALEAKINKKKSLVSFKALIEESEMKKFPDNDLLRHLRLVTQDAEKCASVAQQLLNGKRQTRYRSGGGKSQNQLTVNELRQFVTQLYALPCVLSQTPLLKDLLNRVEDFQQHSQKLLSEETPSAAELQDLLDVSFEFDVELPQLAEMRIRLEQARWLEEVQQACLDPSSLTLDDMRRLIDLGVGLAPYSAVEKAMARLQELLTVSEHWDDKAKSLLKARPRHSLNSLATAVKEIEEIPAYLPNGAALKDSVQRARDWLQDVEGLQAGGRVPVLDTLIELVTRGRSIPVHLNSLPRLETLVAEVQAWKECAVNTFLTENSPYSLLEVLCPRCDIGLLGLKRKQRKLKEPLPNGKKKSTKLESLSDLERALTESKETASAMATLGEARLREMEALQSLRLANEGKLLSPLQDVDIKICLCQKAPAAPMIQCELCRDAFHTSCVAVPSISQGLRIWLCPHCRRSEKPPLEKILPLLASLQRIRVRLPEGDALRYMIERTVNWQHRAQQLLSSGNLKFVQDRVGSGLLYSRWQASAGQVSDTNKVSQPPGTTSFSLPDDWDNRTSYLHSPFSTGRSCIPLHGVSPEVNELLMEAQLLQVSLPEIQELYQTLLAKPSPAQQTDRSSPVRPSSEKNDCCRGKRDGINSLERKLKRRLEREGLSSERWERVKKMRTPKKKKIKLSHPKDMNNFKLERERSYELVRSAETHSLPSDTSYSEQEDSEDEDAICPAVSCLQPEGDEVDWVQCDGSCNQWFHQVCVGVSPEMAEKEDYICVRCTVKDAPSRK
#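 Measured: NADH fluorescence change, 30 min, RT. System: KDM5BΔAP 200 nM final, H3K4me3 peptide, α-KG, Fe(II), ascorbate, NAD⁺ plus FDH, pH 7.5 HEPES. Compounds: titrated, 10 min pre-incubation with enzyme.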
# Numbers without * were called inactive; ? = inconclusive; [ ] = dose if it differs, or a comment. Potency means the concentration at half of the fitted maximal effect.
SMILES,KDM5B inhibitor
CCOC(=O)c1[nH]c(C)c(CCC(=O)NCc2cccc(Cl)c2)c1C,-3.5%
N#Cc1ccc(NC2CC(c3cc(N4CCC(O)C4)ncn3)C2)nc1 (configuration not stated),31.6µM*
O=C(c1ccccn1)N1CC2(Cc3ccccc3NC2=O)C1,-13.6%[149 µM]
COCc1cc(=O)n(CC(=O)Nc2cccc(Cl)c2C)c(N2CCOCC2)n1,-15.6%
CCn1cnnc1CC1CCN(C(=O)c2cccc(C)c2)C1 (configuration not stated),-5.7%
Cn1nnnc1-c1cccc(NS(=O)(=O)c2cc(C(F)(F)F)ccc2Cl)c1,-5.5%
COc1ccc(C2C(=O)N(C3CCCCC3)CC(=O)N2CCC2=CCCCC2)cc1 (configuration not stated),?
CC(C)C(NCc1ccccc1)C(=O)O (configuration not stated),11.2%
O=c1cccc(-c2cccc3ccccc23)o1,5.9%
CCCCS(=O)(=O)N1CCC(n2cc(CN3CCCC3)nn2)CC1,?
CC(=O)c1cccc(NC(=O)C(C)OC(=O)C2CCC2)c1 (configuration not stated),7.6%
COc1cccc(-c2cc3c(ccn3C(C)C)c(C(=O)NCc3c(C)cc(C)[nH]c3=O)n2)c1,361.9%[activator]
CCCNC(=O)C(C)(C)Oc1nn(Cc2ccccc2)c2ccc(COC)cc12,31.6µM*
Cc1ccc(CCNC(=O)C2CC2)o1,?
Cc1nc(SCc2cc(=O)c3cccc(F)c3[nH]2)n[nH]1,3.6%
Cc1ccc(CNC(=S)Nc2ccccc2Cl)cc1,0.9%
O=C(Nc1c(C(=O)N2CCOCC2)cnn1-c1ccccc1)c1ccc([N+](=O)[O-])cc1,15.6%
Cc1cc(C2CCCN2S(=O)(=O)c2cc(C)c(C)cc2C)on1 (configuration not stated),-6.0%
O=C(CN1C(=O)CCc2cc(Br)ccc21)Nc1ccc(OC(F)(F)F)cc1,-13.0%
N#Cc1nc(-c2ccc(OCc3ccccc3)cc2)oc1NCc1ccco1,-21.4%
CN(C)[C@@H]1[C@@H](NS(=O)(=O)c2cc(F)c(F)cc2F)[C@H]2CCO[C@H]21,-6.1%
CCCNc1ncc(CN2CCCC(c3ccc(C(=O)O)cc3)C2)cn1 (configuration not stated),?
Cc1cc(-c2ccccc2)n2nc(-c3ccc(Cl)cc3)cc2n1,-25.3%
O=C(c1ccc(F)cc1F)N1CCC(n2cnnc2C2CC2)CC1,2.7%
CCOc1ccccc1C(=O)NCC(c1ccc(N(C)C)cc1)N1CCCC1 (configuration not stated),-9.9%
SMILES,KDM5B inhibitor
Cc1ccc(NC(=O)Cn2c(C)cc3nc4n(c(=O)c32)CCCCC4)cc1,-18.3%
CCCOc1ccc(C(=O)Nc2ccc(-c3nc4ccccc4o3)cc2)cc1,18.8%
Cc1onc(-c2ccccc2Cl)c1C(=O)Nc1ccccc1NC(=O)c1ccccc1,-0.3%
CCCNc1c(NC(C)=O)c(=O)oc2ccccc12,14.6%
Cc1cccc(Cn2c(C)c(C)c3cc(C(=O)NCc4ccc(C)o4)ccc32)c1,?
O=C(C1CCCC1)N1CCN(c2nc3ccccc3o2)CC1,3.4%
Cc1cccc(-c2nc(CSCC(=O)NCc3cccs3)c(C)o2)c1,-10.3%
COc1ccc(CCNC(=O)Cc2c(C)c3c(cc(C)c4c(C)coc43)oc2=O)cc1OC,?
Cc1oc2cc(OCCN3CCN(CCO)CC3)ccc2c(=O)c1-c1ccccc1,-10.0%
CCOC(=O)c1nc(Nc2ccc(Cl)cc2)c2c(C)noc2n1,?
COc1ccccc1NC(=O)Nc1nnc(N(C)C2CCCCC2)s1,13.4%
Cn1cnc(S(=O)(=O)N2CCC(CC(=O)NCc3ccccc3)C2)c1 (configuration not stated),8.6%
O=C(NC1CCCCCC1)c1ccc(Cn2ccn3nc4c(c3c2=O)CCCC4)cc1,?
CCCCCC(C)NC(=O)C1CC2CCC1C2 (configuration not stated),22.9%
CCOc1ccc(CN(C)CC(=O)Nc2ccc(F)c(Cl)c2)cc1,5.4%
Cc1nn(C)cc1-c1cc(C(=O)O)c2ccccc2n1,?
CNC(=O)CCn1ncc2cc(OCc3ccccc3-c3ccccc3COC)ccc21,?
COC(CNC(=O)CC(C)C)c1ccccc1 (configuration not stated),16.5%
CCOC(=O)c1cn(C2CN(C(=O)Nc3ccc(F)cc3F)C2)nn1,11.6%
CC(C)c1ccc(CN2CCC3OCCN(c4ccccc4)C(=O)C3C2)cc1 (configuration not stated),-3.0%[86.2 µM]
CC(C)Cn1nc(C(=O)Nc2ccc(S(=O)(=O)N(C)C)cc2)c2ccccc2c1=O,12.8%
Cc1cc(NC(=O)C(C)SCC(=O)Nc2ccccc2OC(F)F)no1 (configuration not stated),24.9%
Cc1noc(-c2cccn3c(CNC(=O)CCc4ccccc4)nnc23)n1,22.4µM*
COCCNC(=O)[C@@H]1C[C@H](Oc2ccccc2)CN1C(=O)c1ccc(OC)c(F)c1,30.4%
COc1ccc(CCNc2nc(-c3ccc(Cl)cc3)cc(C(F)(F)F)n2)cc1OC,14.3%
SMILES,KDM5B inhibitor
O=C(c1ccc(Cl)cc1)n1nc(-c2cccnc2)nc1NCc1ccc(F)cc1,-5.5%
COC1CCOC2(CCN(C(=O)c3cccnc3)CC2)C1 (configuration not stated),-18.2%
O=C(c1ccccn1)N1CCCC(c2noc(COc3ccccc3)n2)C1 (configuration not stated),-15.1%
CCS(=O)(=O)c1ncc(N(Cc2ccccc2)Cc2ccco2)c(C(=O)Nc2cccc(Cl)c2C)n1,?
COC(=O)c1cc(Cl)ccc1NC(=O)Cn1c(C)cc(C)c(C#N)c1=O,?
O=C1[C@@H]2C[C@@H](CN2C(=O)C2CCOCC2)Oc2ccccc2N1Cc1ccccn1,-11.9%[86.2 µM]
CCNC(=O)NC(=O)C(C)Sc1cccc2cccnc12 (configuration not stated),?
O=C1c2[nH]nc(-c3ccccc3O)c2C(c2ccc(Cl)cc2)N1Cc1ccco1 (configuration not stated),-28.5%
O=C1CC(c2ccccc2)N(Cc2ccncc2)CCCN(C(=O)c2ccco2)CCN1 (configuration not stated),?
COc1cccc(C(=O)NC(C(=O)N2CCCCC2)C2CCN(C(=O)c3ccc(Cl)cc3)CC2)c1 (configuration not stated),-14.5%
Cc1[nH]c2ccccc2c1SCCNC(=O)c1ccccc1F,-14.4%
O=C(CSc1nc(=O)n(Cc2ccncc2)c2c1CCC2)Nc1ccccc1,10.7%
CCN(CC)S(=O)(=O)c1ccc(NCc2ccccn2)nc1,?
O=C(c1cccs1)N1CCC2(CC1)N=C(c1ccc(Cl)cc1)NO2,?
O=C(CSc1ncccc1C(=O)O)NC1CCCCCCC1,3.5%
CCCC(=O)Nc1c(-c2cccc3ccccc23)c(=O)c2ccccc2n1C,?
COC(=O)c1ccccc1NC(=O)C1CCCN(c2nnc(C)c3c(C)n(-c4ccccc4)nc23)C1 (configuration not stated),9.1%
CC(C)Oc1ccc(CNC(=O)Cn2ncn3nc(-c4cccs4)cc3c2=O)cc1,-28.0%
CO[C@H]1[C@H](NC(=O)c2cc3ccccc3n2C)c2ccccc2C12CCNCC2,?
Cc1ccc(-c2nn(CC(=O)N3CCCCC3)c(=O)c3ccccc23)cc1S(=O)(=O)N(C)C,8.4%
CCN1c2cc(C(=O)Nc3cccc(OC(F)(F)F)c3)ccc2C(=O)N2CCCCCC21 (configuration not stated),?
CCOc1ccc(N(C(=O)c2ccc(OC)cc2)S(=O)(=O)c2ccc3c(c2)n(C)c(=O)n3C)cc1,?
Cc1ccc(CNC(=O)N2CCCC(Cn3cnc4cccnc43)C2)cc1 (configuration not stated),12.6%
COc1ccc(C2c3[nH]c4ccccc4c3CCN2C(=O)CCC2CCCC2)cc1 (configuration not stated),?
O=C(CCSCc1ccccc1Cl)N1CCN(c2ccc(F)cc2)CC1,-16.5%

# Filtered by structure: those above containing an aryl thioether with sulfur outside any ring (five)
SMILES,KDM5B inhibitor
Cc1nc(SCc2cc(=O)c3cccc(F)c3[nH]2)n[nH]1,3.6%
CCNC(=O)NC(=O)C(C)Sc1cccc2cccnc12 (configuration not stated),?
Cc1[nH]c2ccccc2c1SCCNC(=O)c1ccccc1F,-14.4%
O=C(CSc1nc(=O)n(Cc2ccncc2)c2c1CCC2)Nc1ccccc1,10.7%
O=C(CSc1ncccc1C(=O)O)NC1CCCCCCC1,3.5%

# Compounds listed so far containing a CF3 group, in the order listed:
SMILES,KDM5B inhibitor
Cn1nnnc1-c1cccc(NS(=O)(=O)c2cc(C(F)(F)F)ccc2Cl)c1,-5.5%
O=C(CN1C(=O)CCc2cc(Br)ccc21)Nc1ccc(OC(F)(F)F)cc1,-13.0%
COc1ccc(CCNc2nc(-c3ccc(Cl)cc3)cc(C(F)(F)F)n2)cc1OC,14.3%
CCN1c2cc(C(=O)Nc3cccc(OC(F)(F)F)c3)ccc2C(=O)N2CCCCCC21 (configuration not stated),?

# Other results follow.
SMILES,KDM5B inhibitor
CCN(C(=O)Cn1nc(Cc2cccnc2)c2ccccc2c1=O)c1cccc(Cl)c1,-19.9%
CC1=C(CC(=O)NCC(=O)NCC(=O)O)c2cc(F)ccc2/C1=C/c1ccc(S(C)=O)cc1 (configuration not stated),-1.7%
O=C(CCC(=O)c1cccs1)Nc1cccc(N2CCCC2=O)c1,-7.2%
Cc1ccc(-c2noc(-c3nnn4c3COC(c3ccc(Cl)cc3)C4)n2)cc1 (configuration not stated),11.0%
CS(=O)(=O)N1C[C@@H]2OCC(=O)N(CC3CC3)[C@@H]2C1,-14.7%[115 µM]
COc1ccc(-c2cn3nc(N4CCCC(C(=O)Nc5ccccc5OC)C4)sc3n2)cc1 (configuration not stated),-9.7%
COc1ccc(CNC(=O)NC2CCc3nn(CC4CC4)c(=O)n3CC2)cc1 (configuration not stated),16.6%
COC(=O)c1cc2oc(C)cc2n1Cc1ccc(C)cc1,?
CC(C)Oc1ccc(CNC(=O)c2ccc3nc(Cc4ccccc4)oc3c2)cc1,5.2%
O=C(CCS(=O)(=O)c1ccc(Cl)cc1)N1CCN(c2nc3ccc(Cl)cc3s2)CC1,-7.3%
CC[C@H](C)[C@H](N)C(=O)N1CCC(Cn2cc(C3CCCC3)nn2)CC1,?
O=C(CCC1CCN(c2cc(NC3CC3)ncn2)CC1)NCc1ccc(F)cc1F,19.6%
CCN1CCN(S(=O)(=O)c2ccc(Cl)c(C(=O)Oc3ccc(CC(=O)OC)cc3)c2)CC1,-10.4%
O=C(c1ccccc1Cl)N1CCN(c2cc(-c3ccc(Cl)cc3)[nH]n2)CC1,-1.2%
O=C(Cn1ncc2c3ccccc3n(Cc3ccccc3F)c2c1=O)NC1CCCCCC1,-14.7%
O=C(CSc1nc(-c2cccs2)nc2ccccc12)N1CCC1,?
COc1ccc(N2C(=O)CC(Sc3nc(C)c4cc(OC)ccc4n3)C2=O)cc1 (configuration not stated),?
Oc1ccc(Cl)cc1C=Nc1cc(C(F)(F)F)ccc1Oc1ccc(Cl)cc1,-26.3%
CCOc1ccccc1C(=O)N1CC2CC(C1)[C@H]1CCCC(=O)N1C2 (some centres not stated),10.4%
CCc1ccccc1NC(=O)CNC(=O)Cn1c(=O)n(CC)c2ccccc21,22.9%
COc1ccc(S(=O)(=O)N2CCN(c3ccccc3)CC2)cc1-c1noc(C)n1,2.1%
COCCN1C(=O)CCc2cc(NC(=O)c3ccccc3C)ccc21,-10.9%
CCc1noc(-c2cn(C3CCN(C(=O)c4ccc(Cl)cc4)CC3)nn2)n1,-14.8%
Cc1ccc2c(ccc3ccccc32)n1,?
COc1ccc(CC(=O)N2C[C@@H](CO)[C@H](c3ccccn3)C2)cc1,6.8%
SMILES,KDM5B inhibitor
O=C(c1cc(F)ccc1F)N1CCCC(c2nn[nH]n2)C1 (configuration not stated),-17.9%
Nc1nc2c(c(C(=O)N[C@H](c3ccccn3)C3CC(O)C3)n1)CCCC2 (some centres not stated),28.2µM*
CCNc1ncc(C(=O)NC(C)c2cnn(-c3ccccc3C)c2C)cn1 (configuration not stated),?
O=C(OCc1nc2ccccc2o1)c1cccc(S(=O)(=O)NC2CC2)c1,3.3%
CCCNC(=O)c1nc[nH]c1C(=O)NCC1CCCCC1,21.1%
N[C@@H]1CC[C@H](C(=O)NCc2csc(N3CCCC3)n2)C1,?
Cc1cc(C(=O)NCc2cccnc2)sc1C,6.6%
COc1cccc(C(=O)Nc2cnc3ccccc3c2)c1,0.8%
CC(=O)c1cccc(NC(=O)CSc2ccc(-c3cccnc3)nn2)c1,23.4%
O=C(Nc1cccc(Br)c1)C1CCCCC1,7.1%
Cc1ccc(C2=Nc3ccccc3NC(c3ccncc3)=N2)cc1,-16.6%
Cc1ccccc1NC(=O)N1CCOCC1CC(=O)NCc1cccnc1 (configuration not stated),-14.4%
Cc1ccccc1CSc1nc2nccnc2c(=O)n1Cc1ccc2c(c1)OCO2,0.3%
CC(CC(=O)Nc1ccc(F)cc1)S(=O)(=O)c1ccc2c(c1)CCN2C(=O)C1CC1 (configuration not stated),18.1%
COc1cc(CN(CC(=O)NC(=O)NC(C)(C)C)C2CC2)ccc1OC(F)F,-3.9%

# The list is partial; rates above refer to the full screens.
